NPY2 pot ag: human NPY-Y2 potentiation or agonism, primary screen; P49146; cells expressing NPY-Y2, potentiator/agonist read-out; activation, % at 3.6 µM; 220,000 tested, 0.45% active; in the data active = activation above about 27%;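 note: cells stimulated with NPY near EC25 plus isoproterenol at EC100; 0% = vehicle plus submaximal agonist and 100% = vehicle plus saturating agonist; some results beyond the cut were filed as inactive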
eIF4E-4G inh: blocks eIF4E binding to eIF4G; TR-FRET eIF4E-eIF4GI(517-606) binding, 2 h; inhibition, % at 21.7 µM; 220,000 tested, 0.37% active;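 active = inhibition above about 30%, limit read from the data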;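 note: 0% = full FRET control wells and 100% = background wells lacking eIF4GI fragment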
BaF3 parental: reduces parental Ba/F3 cell viability, JAK2V617F counter-screen; CellTiter-Glo ATP luminescence; 220,000 tested, 1.1% active; inhibition, % at 5.6 µM;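 active = inhibition above a per-campaign cutoff, the mean inhibition of all tested compounds plus 3 SD, cut at about 27% in these data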;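 note: 0% = DMSO wells and 100% = JAK Inhibitor I control wells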
Wee1 stabilizer: blocks degradation of human Wee1 kinase. P30291. HeLa Luc-Wee1K328M stability, luciferase luminescence; 100% = proteasome inhibitor MG132 effect. reporter increase, % at 5 µM. 220,000 tested, 1.2% active. AID 1321;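 active = activation above the mean of all tested compounds plus 3 SD, set per screening run, cut at about 8.8% in these data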;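 note: cells exposed to compound for 20 h before luminescence read; 0% = DMSO alone and 100% = MG132 at 30 µM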
Mdm2 ligase inh: inhibitors of human Mdm2 E3 ubiquitin ligase; Q00987; cell-based MDM2 ubiquitination luciferase reporter, 2 h; 0 = plate control, 100 = twice control, blank-subtracted; signal enhancement, % at 5 µM; 210,000 tested, 0.11% active; AID 1230;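 active = signal enhancement of 30% or more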;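 note: luminescence tracks abundance of the self-degrading MDM2-luciferase fusion protein; higher signal means inhibition of MDM2 E3 ligase activity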
Target sequence (Q00987 whole entry, looked up, the tested form may be a part): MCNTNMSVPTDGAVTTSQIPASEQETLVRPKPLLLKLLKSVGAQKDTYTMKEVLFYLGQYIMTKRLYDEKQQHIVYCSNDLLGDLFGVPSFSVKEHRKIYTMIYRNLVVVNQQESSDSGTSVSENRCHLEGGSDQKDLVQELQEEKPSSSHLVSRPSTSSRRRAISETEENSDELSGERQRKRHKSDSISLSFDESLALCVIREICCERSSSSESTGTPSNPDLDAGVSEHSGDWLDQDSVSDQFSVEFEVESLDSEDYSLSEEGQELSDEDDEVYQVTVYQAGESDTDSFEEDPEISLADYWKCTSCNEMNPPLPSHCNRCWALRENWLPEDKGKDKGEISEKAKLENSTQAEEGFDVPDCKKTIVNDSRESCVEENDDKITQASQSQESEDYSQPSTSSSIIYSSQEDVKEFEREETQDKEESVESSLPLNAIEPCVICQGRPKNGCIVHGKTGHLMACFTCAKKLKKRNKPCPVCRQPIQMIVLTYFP
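Assay system: stable mammalian line carrying autodegrading MDM2–luciferase fusion reporter; amount: 2000 cells seeded into each well; buffer or medium: DMEM; benchmarks: plate control and blank wells; signal: luciferase luminescence; timing: 2 h compound exposure at 37 °C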
PERK inh: blocks human PERK kinase; inhibition, % at 5.6 µM; 220,000 tested, 0.17% active; Q9NZJ5; CHO PERK-DD fusion, SEAP luminescence translation reporter; AID 1416;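 active = inhibition above the mean inhibition of all tested compounds plus 3 SD, set separately per screening campaign, cut at about 2.9% in these data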;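 note: PERK kinase domain activated by AP20187 dimerizer at 100 nM; 0% = DMSO with dimerizer and 100% = rapamycin at 8.4 µM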
S1P4 antagonist: antagonists of human S1P4 receptor; AID 1510; S1P4-expressing cells, antagonist mode, reporter read-out; O95977; inhibition, % at 4.98 µM; 220,000 tested, 0.26% active; in the data active = inhibition above about 29%;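 note: 0% = wells stimulated with agonist and 100% = vehicle wells without agonist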
Target sequence (O95977 whole entry, looked up): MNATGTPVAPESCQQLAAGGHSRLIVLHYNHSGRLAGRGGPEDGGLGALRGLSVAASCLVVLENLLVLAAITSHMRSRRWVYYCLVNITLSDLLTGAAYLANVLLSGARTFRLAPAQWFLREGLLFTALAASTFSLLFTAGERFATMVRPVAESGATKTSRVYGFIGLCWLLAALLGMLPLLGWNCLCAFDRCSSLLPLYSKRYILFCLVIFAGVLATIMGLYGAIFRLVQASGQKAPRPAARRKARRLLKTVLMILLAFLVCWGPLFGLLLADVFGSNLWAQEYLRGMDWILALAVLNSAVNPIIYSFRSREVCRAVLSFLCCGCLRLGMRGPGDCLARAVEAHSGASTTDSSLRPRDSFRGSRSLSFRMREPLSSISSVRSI
Ba/F3 V617F tox: lowers viability of Ba/F3 cells expressing EpoR and JAK2V617F | AID 1446 | inhibition, % at 5.6 µM | ATP luminescence | 220,000 tested, 1.1% active;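 active = inhibition above the campaign mean plus 3 SD over all tested compounds, cut at about 24% in these data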;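 note: cytokine-independent growth of Ba/F3 cells driven by EpoR plus mutant JAK2; 0% = DMSO-treated cells and 100% = JAK inhibitor I control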
S1P4 agonist: activates the human S1P4 receptor; O95977; S1P4-expressing cell line, agonist reporter assay; activation, % at 4.98 µM; 220,000 tested, 0.35% active; AID 1509; in the data active = activation above about 11%;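 note: 0% = DMSO vehicle and 100% = reference agonist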
* hit, by the source's call; [ ] = another dose, or the depositor's remark. Rows were taken by chance. Share with any hit: about 4.1%.

SMILES	NPY2 pot ag	eIF4E-4G inh	BaF3 parental	Wee1 stabilizer	Mdm2 ligase inh	PERK inh	S1P4 antagonist	Ba/F3 V617F tox	S1P4 agonist
N#CCCn1c(O)c(N=NC(=O)CNC(=O)c2cccs2)c2ccccc21	-1	0	4	15*	-6	-0.7	3	4	-0.8
O=C(O)c1ccc(NC(=S)N2CCCCC2)cc1	-4	-2	6	0	7	1.0	0	1	2.1
O=[N+]([O-])c1ccccc1/C=C/C=N/n1c(-c2ccco2)n[nH]c1=S	-11	27	4	-1	-5	0.6	14	4	-0.8
Cc1nc2ncnn2c(C)c1Cc1ccc(Cl)cc1	3	1	0	0	-14	0.1	-2	-6	-1.4
CN(C)c1ccc(CNc2ncn[nH]2)cc1	1	1	4	-4	10	-0.1	-1	0	0.8
Cc1ccccc1Nc1ncc(C#N)c(N)n1	-9	2	3	-1	-4	0.5	-1	-3	-0.5
COc1ccc(Cc2ccc(OC)c(N)c2)cc1N	-21	0	4	0	-10	0.0	-29	0	0.1
Cc1nc(C)n(C(=O)N(c2ccccc2)c2ccccc2)n1	4	-2	9	5	1	0.6	-9	3	-0.2
O=C(Nc1ccc(N2CCN(C(=O)c3ccccc3)CC2)cc1)c1ccc([N+](=O)[O-])o1	-4	20	77*	9	-6	0.7	84*	99*	-0.2
COc1ccc(C2NC(=S)NC(O)(C(F)(F)F)C2C(=O)c2cccs2)cc1 (centres undefined)	4	3	4	1	9	0.2	-13	-1	1.3
O=C(Nc1ccc(-c2ccc3nncn3n2)cc1)C1CCCC1	3	3	-1	-2	-8	0.3	6	-4	-0.6
CC1=C(C#N)C(Nc2ccc(C)cn2)(C(F)(F)F)C(=O)N1 (centres undefined)	5	-1	0	-3	-4	1.4	-18	-2	0.8
CC(=O)CCc1oc2ccc(C)cc2c1-c1ccc(C)o1	14	1	6	-1	-5	0.9	-4	-3	5.2
COc1cscc1C(N)=O	9	-8	1	2	-11	0.3	5	-5	2.2
Cc1ccc2nc(SCC(=O)NNC(=O)c3ccccc3)[nH]c2c1	16	-8	7	1	-4	0.6	-14	4	1.9
CC(C)(C)Nc1nc(Cl)nc(NCc2ccccc2)n1	0	-1	1	2	-8	-0.6	4	2	2.0
CCC(NC(=O)c1ccccc1Br)c1ccccc1 (centres undefined)	4	2	2	0	-9	0.9	6	3	2.0
CN(C)S(=O)(=O)N1CCC(Oc2ccc(C(=O)NCc3cnn(C)c3)cc2)CC1	2	3	0	-4	-6	0.6	-7	-3	0.0
Cc1ccc(OCC(=O)c2cc(C)n(Cc3cccs3)c2C)c([N+](=O)[O-])n1	-5	-8	6	1	-75	0.9	-11	-1	1.9
O=C(Cc1ccc(-n2c(=O)c3ccccc3n(Cc3ccccc3F)c2=O)cc1)NCC1CCCO1 (centres undefined)	-6	4	8	0	-7	-0.9	-14	-1	0.6
S=C(N/N=C1\C2CN3CCN(C2)CC1(c1ccccc1)C3)Nc1ccccc1	-2	7	4	-3	3	-0.2	-18	0	0.3
CN(C)S(=O)(=O)c1ccc(Cl)c(NC(=O)COC(=O)CNC(=O)c2ccco2)c1	3	-2	3	-1	-4	0.8	0	-4	-0.2
Cc1ccc(OCC(=O)N2N=C(c3ccncc3)CC2(O)C(F)(F)F)cc1C (centres undefined)	13	0	-1	-2	2	-0.3	2	0	0.1
O=C(c1nn2c(C(F)(F)F)cc(-c3cccs3)nc2c1Br)N1CCCc2ccccc21	-7	-3	7	4	-5	0.2	15	1	0.7
Nc1c(Cl)ncnc1NCCc1ccc(O)cc1	26	-7	29*	5	-14	0.1	-40	5	1.4

Next part; the last four above are carried over.
SMILES	NPY2 pot ag	eIF4E-4G inh	BaF3 parental	Wee1 stabilizer	Mdm2 ligase inh	PERK inh	S1P4 antagonist	Ba/F3 V617F tox	S1P4 agonist
CN(C)S(=O)(=O)c1ccc(Cl)c(NC(=O)COC(=O)CNC(=O)c2ccco2)c1	3	-2	3	-1	-4	0.8	0	-4	-0.2
Cc1ccc(OCC(=O)N2N=C(c3ccncc3)CC2(O)C(F)(F)F)cc1C (centres undefined)	13	0	-1	-2	2	-0.3	2	0	0.1
O=C(c1nn2c(C(F)(F)F)cc(-c3cccs3)nc2c1Br)N1CCCc2ccccc21	-7	-3	7	4	-5	0.2	15	1	0.7
Nc1c(Cl)ncnc1NCCc1ccc(O)cc1	26	-7	29*	5	-14	0.1	-40	5	1.4
COC(=O)CSc1nnc(-c2ccccc2O)n1-c1ccc(C)cc1	1	6	0	-1	18	-0.1	-21	-1	0.8
C=CCn1c(SCC(=O)NC2CCS(=O)(=O)C2)nnc1-c1ccncc1 (centres undefined)	-2	-1	5	1	-2	0.6	-13	0	1.1
CC(=O)N(c1ccccc1)c1nnc(-c2cnc(C)cn2)s1	4	-2	4	6	-2	0.9	-1	1	-0.1
O=C1CC(N2CCC(Cc3ccccc3)CC2)C(=O)N1CCc1ccccc1 (centres undefined)	-7	1	4	3	-2	-1.8	-23	-2	2.4
Cc1c(CCC(=O)O)c(=O)n2c([nH]c3ccccc32)c1C#N	5	1	1	-1	-15	0.6	-2	-2	0.1
COc1ccc(C(NC(=O)/C=C/c2ccco2)c2ccc(OC)cc2)cc1	-9	1	7	0	-10	-0.1	-1	1	2.3
O=C(O)CC/C(=N\NC(=O)CNC(=O)c1ccc(F)cc1)c1ccccc1	-28	3	-3	-2	-14	1.1	3	3	1.4
O=C(c1ccc2nc(N3CCOCC3)sc2c1)N1CCCC1	12	3[fluorescence artefact?]	0	-4	-26	1.7	2	-5	1.3
O=C(NCc1ccc(F)cc1)C(Cc1ccccc1)NS(=O)(=O)c1cccs1 (centres undefined)	-2	-1	9	-1	-11	-0.5	2	2	1.5
Cc1ccnc(NS(=O)(=O)c2ccccc2)n1	7	-5	5	-2	-17	-0.7	-3	4	-0.9
O=C(NNC1=NS(=O)(=O)c2ccccc21)C1CC(=O)N(c2ccccc2)C1 (centres undefined)	-12	0	9	-1	-9	0.5	-8	5	1.6
COCc1[nH][nH]c(=O)c1C=Nc1ccc(C(F)(F)F)cc1	-7	-1	5	0	-1	1.2	3	-2	1.5
CCCCNC(=O)COC(=O)c1ccc(C)c(NC(=O)c2ccco2)c1	3	-7	3	4	-9	0.5	12	-4	-0.5
Cc1c(Cl)cccc1-n1c(SCC(=O)N2CCC(C(=O)O)CC2)nnc1-c1ccncc1	6	0	8	0	3	0.4	-2	5	-1.4
O=C(CCc1nc2ccccc2c(=O)[nH]1)OCc1nnc(-c2ccccc2)o1	3	-12	1	-1	-5	0.8	-13	-1	-0.2
Cc1ccc(OCC(=O)N2CCC(N3CCCCCC3)CC2)cc1	20	2	0	-1	5	0.3	-13	-1	2.5
COc1ccc(-c2c[n+](CC(=O)c3ccccc3)c3n2CCCCC3)cc1	15	-6	60*	2	8	1.5	18	48*	-2.3
Cc1ccc(-c2nn(-c3ccccc3)cc2/C=N/NC(=O)CSc2nnc(C)n2-c2ccccc2)cc1	-9	-7	5	0	-23	-0.4	-1	3	0.6
O=C(c1cccc(-c2ccc(O)cc2)c1)N1CCOCC1	-14	6	7	-1	-12	-0.2	13	-2	2.5
CCOc1ccc(N(CC(=O)NCc2cccc(OC)c2)S(=O)(=O)c2c(C)noc2C)cc1	-15	0[fluorescence artefact?]	-1	-1	-11	0.7	-11	-4	-1.0
CCN(CC)S(=O)(=O)c1cccc(-c2nnc(SCC(=O)c3cc(C)n(C)c3C)o2)c1	12	2	2	-1	-22	1.0	-4	-1	3.2
COCCCn1c(SCc2cc(=O)[nH]c3ccccc23)nnc1-c1ccco1	8	-14	10	0	-14	0.2	-1	1	1.9
Cn1c(-n2c(-c3ccco3)nc3ccccc3c2=O)nc2ccccc21	8	2	2	1	-4	-0.7	3	1	0.9
CCOC(=O)/C(=N\Nc1ccccc1Cl)N1CCN(Cc2ccccc2)CC1	3	2	4	1	-21	0.9	12	0	-0.1
C=CCn1c(O)c(N=NC(=S)Nc2cccc(C)c2)c2ccccc21	-11	4	7	2	-18	-1.8	-8	4	3.0
(list continues)
SMILES	NPY2 pot ag	eIF4E-4G inh	BaF3 parental	Wee1 stabilizer	Mdm2 ligase inh	PERK inh	S1P4 antagonist	Ba/F3 V617F tox	S1P4 agonist
COc1ccc(C(=O)NCc2ccccc2OC)cc1	-12	0	1	2	-2	0.3	-8	-3	1.2
CCN(CC)c1ccc2cc(C(N)=O)c(=O)oc2c1	-10	-1	-2	0	5	0.5	-19	1	9.6
CN(C)c1ccc(NC(=O)CSc2nc(N)c(C(=O)Nc3ccc(N(C)C)cc3)s2)cc1	15	10	3	2	11	-1.1	-28	-1	2.0
COC(=O)C1=C(C)C(c2ccc(OC)cc2)NC(=S)N1 (centres undefined)	-2	5[fluorescence artefact?]	6	-4	1	-0.5	-11	3	2.5
Cc1ccc2nc(SCc3nc4ccccc4c(=O)[nH]3)[nH]c2c1	-6	1	8	0	-14	0.4	12	2	0.2
C=CCn1c(SC(C)C(=O)NC2(C#N)CCCCC2)nnc1-c1ccc(OC)cc1 (centres undefined)	-3	0[fluorescence artefact?]	2	-2	-6	-1.0	-8	-1	-1.3
Cc1ccc(C)c(-n2c(SCC(=O)Nc3nonc3C)nnc2-c2ccoc2C)c1	-7	1	0	-1	-27	0.2	8	-2	-3.2
N#C/C(=C\c1ccc(Br)s1)C(=O)N1CCN(c2ccccc2)CC1	5	-4	4	0	-8	0.9	-13	-3	2.0
CC(C)n1c(O)c(/C=C2\C=Nc3ccccc32)sc1=Nc1ccccc1	10	3	-3	2	-23	0.4	-8	-4	-0.3
COC(=O)c1ccccc1NC(=O)c1cc2n(n1)C(C(F)F)CC(C(F)F)N2 (centres undefined)	-5	-7	3	-2	-1	-0.3	-1	-2	0.7
CCOC(=O)Cn1c(=NC(=O)C(C)(C)C)sc2cc([N+](=O)[O-])ccc21	-1	-3	9	-1	0	-0.2	-9	2	1.7

One compound at a time, as listed above. Order of values: NPY2 pot ag	eIF4E-4G inh	BaF3 parental	Wee1 stabilizer	Mdm2 ligase inh	PERK inh	S1P4 antagonist	Ba/F3 V617F tox	S1P4 agonist
`CCOC(=O)Cn1c(=NC(=O)C(C)(C)C)sc2cc([N+](=O)[O-])ccc21` is entered as -1	-3	9	-1	0	-0.2	-9	2	1.7
`Cc1ccc2nc(SCc3nc4ccccc4c(=O)[nH]3)[nH]c2c1` is entered as -6	1	8	0	-14	0.4	12	2	0.2
`COC(=O)c1ccccc1NC(=O)c1cc2n(n1)C(C(F)F)CC(C(F)F)N2` (centres undefined) is entered as -5	-7	3	-2	-1	-0.3	-1	-2	0.7
`CN(C)c1ccc(NC(=O)CSc2nc(N)c(C(=O)Nc3ccc(N(C)C)cc3)s2)cc1` is entered as 15	10	3	2	11	-1.1	-28	-1	2.0
`CCN(CC)c1ccc2cc(C(N)=O)c(=O)oc2c1` is entered as -10	-1	-2	0	5	0.5	-19	1	9.6

Two neighbouring compounds already listed:
SMILES	NPY2 pot ag	eIF4E-4G inh	BaF3 parental	Wee1 stabilizer	Mdm2 ligase inh	PERK inh	S1P4 antagonist	Ba/F3 V617F tox	S1P4 agonist
COC(=O)c1ccccc1NC(=O)c1cc2n(n1)C(C(F)F)CC(C(F)F)N2 (centres undefined)	-5	-7	3	-2	-1	-0.3	-1	-2	0.7
CCOC(=O)Cn1c(=NC(=O)C(C)(C)C)sc2cc([N+](=O)[O-])ccc21	-1	-3	9	-1	0	-0.2	-9	2	1.7

From PubChem
